Screens: PubChem BioAssay, Johns Hopkins Ion Channel Center
CHT inh = inhibitors of human choline transporter CHT; High affinity choline transporter 1 (Homo sapiens), Q9GZV3; AID 488975, 2010; B-score at 10 µM; 310,000 tested, 0.86% active; CHT-expressing cells, membrane potential dye, choline response; hits give low values;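 active = B-score over 3 SD under the library average, and starting fluorescence ratio not unusually high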;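 also: choline stimulus applied at its EC90 after an EC20 pre-addition; B-score computed on integrated fluorescence ratio after choline addition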
Target sequence (Q9GZV3 whole entry, looked up): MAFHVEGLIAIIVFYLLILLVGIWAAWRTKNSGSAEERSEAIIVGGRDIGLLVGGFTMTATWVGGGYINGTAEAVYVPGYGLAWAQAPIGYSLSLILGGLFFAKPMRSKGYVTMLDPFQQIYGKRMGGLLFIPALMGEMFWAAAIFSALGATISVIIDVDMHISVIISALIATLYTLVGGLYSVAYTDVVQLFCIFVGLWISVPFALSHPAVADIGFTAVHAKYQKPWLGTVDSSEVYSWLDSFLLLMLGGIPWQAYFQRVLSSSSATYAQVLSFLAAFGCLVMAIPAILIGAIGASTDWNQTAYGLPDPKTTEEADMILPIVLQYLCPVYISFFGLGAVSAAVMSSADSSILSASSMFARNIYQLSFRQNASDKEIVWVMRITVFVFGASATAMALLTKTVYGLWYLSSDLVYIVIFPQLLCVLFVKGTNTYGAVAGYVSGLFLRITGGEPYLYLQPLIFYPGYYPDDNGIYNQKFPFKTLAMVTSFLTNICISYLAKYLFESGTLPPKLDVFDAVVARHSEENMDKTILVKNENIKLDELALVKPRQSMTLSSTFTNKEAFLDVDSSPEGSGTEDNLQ
CHT PAM = CHT positive allosteric modulators, primary screen, cell-based, membrane potential dye, choline EC20; CHT-expressing cells; hits give high values; LV-AA mutant CHT in HEK293 cells; B-score at 10 µM; High affinity choline transporter 1 (Homo sapiens), Q9GZV3; 310,000 tested, 0.49% active;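 active = initial fluorescence not abnormally high and integrated response B-score, plate-corrected, over 3 SD above library mean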
* = called active by the depositor; i = inactive.

Every second line gives: CHT PAM, CHT inh
- O=c1[nH]c2sc3c(c2c2nncn12)CCCC3
    i, i
- CCCCOc1ccc(/C(O)=C2/C(=O)C(=O)N(CCCOC)C2c2ccncc2)cc1 (stereo not given)
    i, i
- COc1ccc2[nH]c(=O)c(CN(C(=O)c3cccnc3)c3ccccc3)cc2c1
    i, i
- CCN(Cc1cc2cc(C)ccc2[nH]c1=O)S(=O)(=O)c1ccccc1
    i, i
- O=S(=O)(Cc1ccccc1)NCc1ccccn1
    i, i
- COc1ccc(CN2CCNC(=O)C2CC(=O)N(C)CC2CCOCC2)cc1OC (stereo not given)
    i, i
- Nc1[nH]ncc1S(=O)(=O)c1ccccc1
    i, i
- Cc1ccc(/C=C2/SC(=Nc3ccc(F)cc3)NC2=O)s1
    i, i
- COc1ccc(CNC(=O)C2COc3ccccc3O2)c(OC)c1 (stereo not given)
    i, i
- COc1ccc(C2=NN(C(=O)CN3CCCC3)C(c3ccc(OC)cc3)C2)cc1 (stereo not given)
    i, i
- Cc1ccc(-n2cc3c(=O)n(C)c(=O)n(C)c3c2)cc1C
    i, i
- O=C(CSc1nc2ccccc2c(=O)n1Cc1ccc(Cl)cc1)NCc1cccs1
    i, i
- Cc1ccc(NC(=O)c2ccccn2)c(Br)c1
    i, i
- COc1ccc(OC)c(CCNC(=O)c2ccc3c(c2)N(Cc2ccccc2)CCS3)c1
    i, i
- O=C(c1cnn2c(C(F)(F)F)cc(-c3cccs3)nc12)N1CCN(C(c2ccccc2)c2ccccc2)CC1
    i, i
- COc1cc(NC(=O)C2CCN(S(=O)(=O)c3cccs3)CC2)cc(OC)c1
    i, i
- O=C(Nc1ccc(N2CCCCC2)cc1)C(Cl)c1ccccc1 (stereo not given)
    i, i
- CC(=O)N1c2ccc(S(=O)(=O)N3CCCC3C(=O)NCc3ccccc3Cl)cc2CC1C (stereo not given)
    i, i
- O=C(CSC(=S)N1CCCCC1)Nc1ncc2c(n1)CC(c1ccco1)CC2=O (stereo not given)
    i, i
- CCOc1ccc(NC(=O)C/C(C)=N/NC(=O)c2cnccn2)cc1
    i, i
- NC(N)=NC(N)=Nc1ccc2ccccc2c1
    i, i
- O=C(CCCn1c(=O)[nH]c2ccccc2c1=O)Nc1ccc(F)cc1
    i, i
- CCOc1ccc(C(=O)N2CCC3(CC2)NCCc2[nH]cnc23)cc1
    i, i
- O=C(c1ccc(Cn2c(=O)[nH]c3ccccc3c2=O)cc1)N1CCN(c2ccccn2)CC1
    i, i
- C/C=C/C(=O)N1c2ccccc2C(C)=CC1(C)C
    i, i
- COc1cccc(CC(=O)Nc2nc3c(s2)C(=O)CC(C)(C)C3)c1
    i, i
- COc1cccc(-c2nnc(Nc3nc4c(F)cccc4s3)o2)c1
    i, i
- O=C(CN(C1CCCCC1)S(=O)(=O)c1ccc(Cl)cc1)NCc1cccnc1
    i, i
- CSc1ccc(Cl)c(C(=O)N(C)CC(=O)Nc2ccc(N3CCOCC3)cc2)c1
    i, i
- COCCN(C(=O)COC(=O)/C=C/c1nc2ccccc2s1)c1c(N)n(Cc2ccccc2)c(=O)[nH]c1=O
    i, i
- CCc1c(C)sc(NC(=O)c2cc(-c3cc(OC)ccc3OC)on2)c1C#N
    i, i
- COc1cc(C2C(C#N)=C(N)Oc3cc(N)ccc32)cc(OC)c1OC (stereo not given)
    7.7*, i
- Cc1c(C)c2ccc(OCC(=O)NCCN3CCOCC3)cc2oc1=O
    i, i
- CC(C)(C)c1n[nH]c2c1CCCC2
    i, i
- N#CCCc1cccc(CCC#N)c1
    i, i
- O=C(NN1CCOCC1)c1ccc(Cl)c([N+](=O)[O-])c1
    i, i
- CC(C)c1ccccc1OCCCCCNCCO
    i, i
- COC(=O)c1ccccc1NC(=O)CN1CCc2ccccc2C1
    i, i
- Cc1cc(NC(=O)Cn2nc3c(cc2=O)CCCC3)ccc1Br
    i, i
- COC(=O)[C@H](CCSC)NC(=O)Nc1ccc(S(N)(=O)=O)cc1
    i, i
- CC(=O)c1ccc(NC(=O)/C(=C\c2ccc(F)cc2)NC(=O)c2ccco2)cc1
    i, i
- O=C(Nc1cccc(S(=O)(=O)N2CCCC2)c1)c1cc(S(=O)(=O)N2CCOCC2)ccc1F
    i, i
- Cc1ccc(C(=O)NCCCNC(=O)COc2ccc(Cl)c(C)c2)cn1
    i, i
- Oc1ccc(-c2nnc(SCC3CCCCC3)o2)cc1
    i, i
- CCCc1cc(CNC(=O)C2CCC(=O)N(Cc3ccccc3OC)C2)on1 (stereo not given)
    i, i
- CN(C)c1ccc(NC(=O)c2ccncc2)c2ccccc12
    i, i
- O=C(CSc1nc(O)c(C2CCCCC2)c(=O)[nH]1)Nc1ccccc1Cl
    i, i
- CC(C)(C)C(=O)Nc1cc(NC(=O)C(C)(C)C)cc(C(=O)NNC(=O)c2ccncc2)c1
    i, i
- Cc1nnc(-n2cnc3ccccc32)c2ccccc12
    i, i
- Cc1cc(C)c2c(=O)[nH]c(SCc3ccccc3)nc2n1
    i, i
- CC(=O)N1CCSc2ccc(S(=O)(=O)Nc3cccc(C)c3)cc21
    i, i
- COc1ccc(CCN(C)C(=O)c2cc(S(=O)(=O)N3CCCCC3)ccc2Cl)cc1OC
    i, i
- Cn1nnnc1SCC(=O)Nc1nc(-c2ccc(F)c(F)c2)cs1
    i, i
- C=CCn1c(SCC(=O)Nc2ccc(N3CCOCC3)cc2)nc2ccccc2c1=O
    i, i
- COc1ccc(OC)c(NC(=O)CCC(=O)N(Cc2ccc(OC)c(OC)c2)c2nccs2)c1
    i, i
- O=C(O)CSc1ccc(Oc2ccc(SCC(=O)O)cc2)cc1
    i, i
- NC(=O)c1cnn2c(-c3ccc(Cl)cc3Cl)ccnc12
    i, i
- COC(=O)CCC(=O)c1oc2ccccc2c1N
    i, i
- CCOC(=O)C1CCN(Cc2ccc(OC)c(C)c2OC)CC1
    i, i
- CCC1CCCCN1C(=S)Nc1ccc(C(C)=O)cc1 (stereo not given)
    i, i

4 structures already listed, ordered by molecular weight, rising.
Every second line gives: CHT PAM, CHT inh
- O=C(NN1CCOCC1)c1ccc(Cl)c([N+](=O)[O-])c1
    i, i
- Cc1ccc(C(=O)NCCCNC(=O)COc2ccc(Cl)c(C)c2)cn1
    i, i
- CC(=O)c1ccc(NC(=O)/C(=C\c2ccc(F)cc2)NC(=O)c2ccco2)cc1
    i, i
- COc1ccc(CCN(C)C(=O)c2cc(S(=O)(=O)N3CCCCC3)ccc2Cl)cc1OC
    i, i

(continued)
Every second line gives: CHT PAM, CHT inh
- O=C(CN1CCN(S(=O)(=O)c2ccc3ccccc3c2)CC1)Nc1ccc2c(c1)CCC2
    i, i
- CCOc1ccc(CCNC(=O)COC(=O)c2nc3nc(C)cc(C)n3n2)cc1OCC
    i, i
- CC(CCc1ccccc1)NCc1ccc(Cl)cc1Cl (stereo not given)
    i, i
- COc1ccc(C(=O)C(O)C(c2ccc(C)cc2)N2CCOCC2)cc1OC (stereo not given)
    i, i
- NC(N)=N/N=C/c1ccc(OCc2ccccc2)cc1
    i, i
- COc1cccc(NC(=O)c2cn(C)c(=O)c3cc(OC)c(OC)cc23)c1
    i, i
- CCOc1ccc2[nH]c3ncccc3c(=O)c2c1
    i, i
- Clc1ccc(CNc2ccc(CNc3ncn[nH]3)cc2)cc1
    i, i
- COc1cccc(C(=O)n2ccc(-c3cccs3)n2)c1
    i, i
- COC(=O)c1ccc(CSc2nc3ccccc3c(=O)n2-c2cccc(OC)c2)o1
    i, i
- COc1cccc(NC(=O)Cn2cc(C=O)c3ccccc32)c1
    i, i
- COc1ccc(C(=O)N/C(=C\c2cn(C)c3ccccc23)C(=O)OCCN(C)C)cc1
    i, i
- O=C(Cc1ccccc1)NCC1OCCc2ccccc21 (stereo not given)
    i, i
- CC(C)CNC(=O)NC1C(NC(=O)NCC(C)C)N(C)C(=O)N1C (stereo not given)
    i, i
- C[n+]1cccc(CNC(=O)/C=N/O)c1
    i, i
- COc1cccc(C2C(C#N)=C(N)Oc3cc(C)n(Cc4ccco4)c(=O)c32)c1 (stereo not given)
    i, i
- O=C1CCc2cc(S(=O)(=O)N3CCC(C(=O)NCc4ccccn4)CC3)ccc2N1
    i, i
- CC1CCc2sc(C(=O)N(C)CC(=O)Nc3ccc(N4CCOCC4)cc3)cc2C1 (stereo not given)
    i, i
- Nc1nc(=S)c2ncn(C3OC(CO)C(O)C3O)c2[nH]1 (stereo not given)
    i, i
- N/C(CCS(=O)(=O)c1ccc(Cl)cc1)=N\OC(=O)c1ccccc1Cl
    i, i
- COc1ccc(-n2c(SCC(=O)O)nc3sc4c(c3c2=O)CCC4)cc1
    i, i
- Cc1ccccc1C(=O)c1cccn1CC(=O)NCCCc1ccccc1
    i, i
- CCN1CCN(S(=O)(=O)c2c(C)[nH]c(C)c2C(=O)N2CCCCC2)CC1
    i, i
- CC(NC(=O)c1cccnc1)C(c1cccs1)N1CCN(c2ccccc2F)CC1 (stereo not given)
    i, i
- CC(C)Nc1cc(N2CCCC2)ccc1[N+](=O)[O-]
    i, i
- Cc1ccc(S(=O)(=O)n2ccc(OC(=O)c3cccs3)n2)cc1
    i, i
- CCc1cccc2c1NC(=O)C21N2CCCC2C(C(=O)c2ccc3ccccc3c2)C12C(=O)Nc1ccccc12 (stereo not given)
    i, i
- COc1cc(/C=C2\SC(=S)N(NC(=O)c3ccc(O)c(OC)c3)C2=O)ccc1O
    i, i
- COc1ccc(CNC(=O)c2[nH]c(C)c(C(C)=O)c2C)cc1
    i, i
- Cc1ccc(-c2nnc(Oc3cccc(C)c3)c3ccccc23)cc1
    i, i

Compound profiles (already shown). Order of screens: CHT PAM	CHT inh
Record of CC(C)CNC(=O)NC1C(NC(=O)NCC(C)C)N(C)C(=O)N1C (stereo not given) = i	i
Record of NC(N)=N/N=C/c1ccc(OCc2ccccc2)cc1 = i	i

More compounds
Every second line gives: CHT PAM, CHT inh
- O=C(NCCN1Cc2ccccc2C1=O)c1cccs1
    i, i
- CCOC(=O)c1sc(NC(=O)c2ccc(C)o2)nc1C
    i, i
- Cc1nnc(N(C)C(=O)c2cnccn2)s1
    i, i
- O=C(O)c1ccccc1Nc1cccc(OCc2ccc3ccccc3n2)c1
    i, i
- Nc1cnn(C2CCCO2)c(=O)n1 (stereo not given)
    i, i
- COc1cc2c(C(=O)N3CCN(c4ccccc4)CC3)c(C)oc2cc1Br
    i, i
- COc1ccc(OCC(=O)N/N=C/c2cccc3cccnc23)cc1
    i, i
- Cc1cc(N(C)C)c(C#N)c(N2CCOCC2)n1
    i, i
- CCOC(=O)c1ccc(-n2c(=S)sc3c(=O)[nH]c(C)nc32)cc1
    i, i
- O=C(CCS(=O)(=O)c1ccc(Br)s1)N1CCc2ccccc21
    i, i
- CCC/C(O)=C1\C(=O)CC(C)(C)CC1=NCc1ccccc1
    i, i
- COc1ccc(N2C(=O)c3cccc4cccc(c34)C2=O)cc1
    i, i
- Cc1nn(C)c(C(=O)N/N=C/c2cccc(Oc3ccccc3)c2)c1Br
    i, i
- COC(=O)C1C2C=CC(C3CC23)C1C(=O)OCC(=O)c1ccc(OC)cc1 (stereo not given)
    i, i
- CN1CCCN(Cc2nc(-c3cccc(C(F)(F)F)c3)no2)CC1
    i, i
- Cc1ccc(Cn2nnc3c(=O)[nH]c(C4CCN(S(=O)(=O)/C=C/c5ccccc5)CC4)nc32)cc1
    i, i
- Cc1cc2c(c(=O)n1C1CC1)C(c1cccc(Cl)c1)C(C#N)=C(N)O2 (stereo not given)
    i, i
- COC(=O)c1sccc1NC(=O)c1cccnc1
    i, i
- O=C(CNS(=O)(=O)c1cccs1)N1CCN(c2ccccn2)CC1
    i, i
- COC(=O)c1[nH]c2ccc(F)cc2c1NC(=O)Nc1ccc(OC)cc1
    i, i
- CN(C)CCSc1nc(N)c2c3c(sc2n1)CN(C)CC3
    i, -8*
- COc1cccc(OC)c1OCC(C)CNCC1CCCO1 (stereo not given)
    i, i
- CO/N=C/c1ccc(N2CCOCC2)c([N+](=O)[O-])c1
    i, i
- CN1CCN(S(=O)(=O)c2ccc(N3CCc4ccccc4C3)nc2)CC1
    i, i
- COc1cc(C2NC(=O)C(C#N)=C(S)N2c2ccc(C)cc2)ccc1OC(C)C (stereo not given)
    i, i
- COc1cc(NC(=O)c2csc(-c3ccncc3)n2)cc(C(=O)Nc2cccc(C(F)(F)F)c2)c1
    i, -8.6*
- CN(C)CCCCOc1ccccc1F
    i, i
- Cc1ccc(C)n1NC(=O)c1cccs1
    i, i
- CN(Cc1cccs1)C(=O)/C=C/c1ccccc1[N+](=O)[O-]
    i, i
- CCn1ncc(/C=N\NC(=O)c2ccc3c(c2)c(C)c(C)n3Cc2ccccc2)c1C
    i, i
- COC(=O)c1[nH]c2ccc(Cl)cc2c1NC(=O)CN1CCc2cc(OC)c(OC)cc2C1
    i, i
- O=C1CN(C(=O)c2cc([N+](=O)[O-])ccc2Cl)C(c2ccc(F)cc2)c2cc(F)ccc2N1 (stereo not given)
    i, i
- CCCCNC(=O)CN(c1ccc(Cl)c(Cl)c1)S(C)(=O)=O
    i, i
- CC(Nc1nc(-c2ccc3c(c2)NC(=O)CO3)cs1)c1ccccc1 (stereo not given)
    i, i
- CC(=O)N1CC[n+]2c(-c3ccc(Cl)cc3Cl)csc21
    i, i
- Cc1ccc(-n2[nH]c(C)c(C=Nc3ccc4[nH]c(=O)[nH]c4c3)c2=O)cc1C
    i, i
- CC1=C(C)CC(C(=O)c2ccccc2)C(C(=O)O)C1 (stereo not given)
    i, i
- C=CCn1c(-c2cccn(Cc3ccccc3)c2=O)n[nH]c1=S
    i, i
